Shiga toxin inh: Shiga toxin inhibition. actives 9.2% (n = 290,000). inhibition, % at 38.7 µM. Vero cells, Shiga toxin protein synthesis inhibition reporter; in the data active means inhibition mostly above about 28%, no sharp cut-off; inactive means mostly below about 43%; further: 0% is about no effect
AmpC inh no detg: AmpC beta-lactamase inhibition without detergent | P00811 | AmpC nitrocefin hydrolysis, absorbance 480 nm, 0.0001% Triton | actives 0.52% (n = 330,000) | Potency, µM (highest dose often 57.1 µM), for inactives: top-dose activity change, negative = inhibition, hits mostly inhibitors | AID 485341;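 further: potency means the concentration at half of the fitted maximal effect; plate controls were no compound for no effect and no enzyme for full effect; nearly all actives have a fitted effect of over 20% in size; some results filed as inactive show a strong effect at the top dose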
Target sequence (P00811 whole entry, looked up): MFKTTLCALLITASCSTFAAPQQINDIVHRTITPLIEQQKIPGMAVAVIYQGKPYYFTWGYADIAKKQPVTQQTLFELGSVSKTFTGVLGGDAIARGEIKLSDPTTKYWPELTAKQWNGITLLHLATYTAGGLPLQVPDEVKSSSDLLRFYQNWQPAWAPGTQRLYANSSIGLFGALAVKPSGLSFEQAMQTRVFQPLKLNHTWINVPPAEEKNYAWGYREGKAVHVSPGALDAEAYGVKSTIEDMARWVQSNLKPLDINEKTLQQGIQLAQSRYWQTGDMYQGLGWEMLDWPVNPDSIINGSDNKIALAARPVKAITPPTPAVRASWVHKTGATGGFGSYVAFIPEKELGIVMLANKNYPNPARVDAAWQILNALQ
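20 mM phosphate pH 7.0 + 0.01% (detergent screen) or 0.0001% Triton X-100; 5.3 nM AmpC reagent; cpd preinc 15 min RT; nitrocefin (800 uM stock) to start; A480 q20 s × 4 min; Activity was normalised to no-enzyme and no-compound control wells.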
Tb PYK inh: inhibitors of Trypanosoma brucei pyruvate kinase; TbPYK enzyme, Kinase-Glo Plus ATP luminescence, 45 min; Potency, µM (top dose mostly 76.8 µM), without a hit: top-dose activity, negative = inhibition, usual class: inhibitors; actives 0.12% (n = 410,000); AID 624173; further: potency means the concentration at half of the fitted maximal effect; on the % scale 0 is the no-effect control and ±100 the full control effect; nearly all actives have a fitted effect of over 50% in size
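Assay buffer: 50 mM TEA pH 7.2, 100 mM KCl, 10 mM MgCl2, 0.05% BSA, 0.01% Tween-20. Pyruvate kinase from T. brucei plus substrate met compound, then ADP (130 uM final). Luminescence was read post 45 min RT.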
Pf growth 96h: inhibits malaria parasite growth, 96 h. AID 504834. actives 6.9% (n = 320,000). Potency, µM (doses to about 28.7 µM), for inactives: at the top dose activity change, negative = inhibition, hits mostly inhibitors. P. falciparum luciferase reporter growth, 96 h; further: potency means the concentration at half of the fitted maximal effect; on the % scale 0 is the no-effect control and ±100 the full control effect
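Readout is luminescence from an integrated firefly luciferase in P. falciparum. Red cells, 2% hematocrit and 0.05% parasitemia final, were cultured with compound through two parasite generations (96 hours) at 37 C, 5% CO2.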
Pf growth 48h: inhibits P. falciparum growth in the first generation, 48 h. actives 5.9% (n = 310,000). Potency, µM (highest dose often 28.7 µM), inactives show at the top dose activity change, negative = inhibition, actives largely listed as inhibitors. P. falciparum luciferase growth in erythrocytes, 48 h; further: potency means the concentration at half of the fitted maximal effect; on the % scale 0 is the no-effect control and ±100 the full control effect
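In quantitative HTS format, infected erythrocytes bearing luciferase-reporter parasites were treated for a single generation at 37 C. Luminescence after adding detection reagent served as the growth measure.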
LmPK inhibitor: inhibitors of Leishmania mexicana pyruvate kinase. Q27686. purified LmPK, Kinase-Glo ATP luminescence, 1 h. Potency, µM (highest dose often 57.5 µM), for the others: at the highest dose activity change, negative = inhibition, hits mostly inhibitors. actives 0.37% (n = 290,000); further: potency means the concentration at half of the fitted maximal effect; on the % scale 0 is the no-effect control and ±100 the full control effect
Target sequence (Q27686 whole entry, looked up): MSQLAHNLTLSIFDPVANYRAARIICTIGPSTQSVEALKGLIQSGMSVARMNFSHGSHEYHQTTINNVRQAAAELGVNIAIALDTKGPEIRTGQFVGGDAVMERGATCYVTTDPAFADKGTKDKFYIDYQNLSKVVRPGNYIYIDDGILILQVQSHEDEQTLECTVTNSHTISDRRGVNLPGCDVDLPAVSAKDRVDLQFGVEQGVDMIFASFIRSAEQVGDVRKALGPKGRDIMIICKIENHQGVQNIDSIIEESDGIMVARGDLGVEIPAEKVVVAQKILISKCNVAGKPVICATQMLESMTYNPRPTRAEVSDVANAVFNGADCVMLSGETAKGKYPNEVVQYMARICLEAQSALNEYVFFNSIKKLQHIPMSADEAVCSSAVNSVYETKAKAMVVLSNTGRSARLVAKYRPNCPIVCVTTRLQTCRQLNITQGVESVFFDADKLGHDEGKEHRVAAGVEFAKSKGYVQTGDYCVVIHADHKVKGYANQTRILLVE
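In 50 mM imidazole pH 7.2 with 7 mM MgCl2, LmPK (0.1 nM) turned over PEP (0.5 mM) and ADP (0.1 mM) for 1 h at room temperature. Luciferase read-out of ATP.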
CHX counter: counter-screen for Shiga toxin inhibitors: cycloheximide protein synthesis inhibition | cell reporter, cycloheximide protein synthesis inhibition counterscreen | max response, % | actives 12% (n = 300,000); in the data active means max response mostly above about 13%, no sharp cut-off; inactive means mostly below about 14%; further: read at 38.3 µM for the half of the compounds with a filed dose; 0% is about no effect
Starred values were filed as active, the others as inactive; ? = inconclusive; / = no result given; & = joins results of further samples; [ ] = another dose, or the depositor's remark. Unless noted, the call rests on the fitted dose curve; in most records, active means well fitted curve in the direction sought with a large enough effect; inconclusive means small, poorly fitted or top-dose-only effect, or another doubt; inactive means no such curve, though single readings can be large; an effect the other way counts as inactive or inconclusive. Outcome played no part in choosing rows. About 22% of those tested had a hit in this group.

SMILES | Shiga toxin inh | AmpC inh no detg | Tb PYK inh | Pf growth 96h | Pf growth 48h | LmPK inhibitor | CHX counter
CCNC(=O)CC1C(=O)N(c2ccccc2)C(=O)N1CCc1ccc(OC)cc1 (stereo not given) | 22 | 1% | 0% | 12µM* | 28% | -2% | 1
Cc1ccc(Cn2ncc3c(NN)ncnc32)cc1 | 3 | -11% | -2% | ? | ? | 5% | 1
O=C1CCCC2=C1C(c1ccncc1)c1c(nc(SCc3ccccc3)[nH]c1=O)N2 (stereo not given) | -10 | -23% | -8% | -9% | -22% | 0% | -5
O=C(NCCCN1CCN(c2ccc(F)cc2)CC1)c1cccc(N2CCCC2=O)c1 | -5 | -3% | -9% | / | 12µM* | -3% | 0
CC1(NC(=O)Nc2ccccc2)CCS(=O)(=O)C1 (stereo not given) | 1 | -23% | 4% | 15% | -2% | -1% | 1
COCc1cc(C2SCC(=O)Nc3c2c(=O)[nH]n3C(C)C)ccc1OC (stereo not given) | -28 | -24% | -6% | -6% | 13% | -8% | 6
Cc1nc(NC(=O)C2CC2)sc1C(=O)N(C)C | 6 | -15% | / | 24% | 27% | 5% | 5
O=C(Nc1nnc(SCc2ccc(F)cc2)s1)c1cnccn1 | -6 | 7% | -7% | -35% | -14% | -1% | 14
COc1cccc(C=Nc2cc(C)on2)c1O | -8 | -17% | -3% | -10% | -13% | 16µM* | -2
CC(O)[C@H](NC(=O)C1CCN(C(=O)[C@H](Cc2ccccc2)NC(=O)OC(C)(C)C)CC1)C(=O)O (stereo not given in full) | -6 | -13% | 7% | 31%[activator] | 6% | 11% | -4
COC(=O)CSc1nnc(-c2ccc(S(=O)(=O)N3CCCC3)cc2)o1 | 2 | -6% | 1% | ? | -3% | 0% | -3
CC1=C/C(=N\OS(=O)(=O)c2ccccc2)C(C(C)C)=CC1=O | 37 | -33% | -3% | 11% | ? | -3% | 21*
Cc1noc(/C=C/c2ccccc2F)c1S(=O)(=O)N1CCC(C(=O)N2CCN(C)CC2)CC1 | -3 | 2% | 5% | -20% | -1% | 10% | -2
FC(F)(F)c1ccccc1NC1=NCCC1 | -12 | -23% | 4% | 17% | 11% | -11% | -2
CC(NC(=O)CN1C(=O)NC(Cc2ccccc2)(Cc2ccccc2)C1=O)C12CC3CC(CC(C3)C1)C2 (stereo not given) | -14 | -5% | 3% | 12µM* | / | 4% | 1
Cc1cc(C(=O)CSc2nnc(N)s2)c(C)n1Cc1ccco1 | 57* | -30% | 4% | -43% | 277%[activator] | -14% | 39*
FC(F)(F)c1cccc(Sc2nc(-c3ccccc3)nnc2C(F)(F)F)c1 | 14 | -12% | 5% | ? | 12µM* | -3% | 0
O=C(/C=C/c1ccccc1)NC1CC2CCC1C2 (stereo not given) | 106* | -28% | -2% | -13% | -2% | -2% | 45*
Cc1c(C(=O)N2CCC3(CC2)OCCO3)oc2ccc(S(=O)(=O)N3CCCCC3)cc12 | -8 | 20% | 2% | ? | ? | 5% | -4
CC(=O)c1sc(NC(=O)COc2ccc(Br)cc2)nc1C | -12 | -26% | 5% | 0% | 12% | -3% | 1

Reprinted at random: 2 entries already listed.
SMILES | Shiga toxin inh | AmpC inh no detg | Tb PYK inh | Pf growth 96h | Pf growth 48h | LmPK inhibitor | CHX counter
CC(=O)c1sc(NC(=O)COc2ccc(Br)cc2)nc1C | -12 | -26% | 5% | 0% | 12% | -3% | 1
CC(O)[C@H](NC(=O)C1CCN(C(=O)[C@H](Cc2ccccc2)NC(=O)OC(C)(C)C)CC1)C(=O)O (stereo not given in full) | -6 | -13% | 7% | 31%[activator] | 6% | 11% | -4

Molecules listed so far with an NH in an aromatic ring (2):
SMILES | Shiga toxin inh | AmpC inh no detg | Tb PYK inh | Pf growth 96h | Pf growth 48h | LmPK inhibitor | CHX counter
O=C1CCCC2=C1C(c1ccncc1)c1c(nc(SCc3ccccc3)[nH]c1=O)N2 (stereo not given) | -10 | -23% | -8% | -9% | -22% | 0% | -5
COCc1cc(C2SCC(=O)Nc3c2c(=O)[nH]n3C(C)C)ccc1OC (stereo not given) | -28 | -24% | -6% | -6% | 13% | -8% | 6

The listing picks up, starting three compounds before the break.
SMILES | Shiga toxin inh | AmpC inh no detg | Tb PYK inh | Pf growth 96h | Pf growth 48h | LmPK inhibitor | CHX counter
O=C(/C=C/c1ccccc1)NC1CC2CCC1C2 (stereo not given) | 106* | -28% | -2% | -13% | -2% | -2% | 45*
Cc1c(C(=O)N2CCC3(CC2)OCCO3)oc2ccc(S(=O)(=O)N3CCCCC3)cc12 | -8 | 20% | 2% | ? | ? | 5% | -4
CC(=O)c1sc(NC(=O)COc2ccc(Br)cc2)nc1C | -12 | -26% | 5% | 0% | 12% | -3% | 1
Cc1cccc(NC(=O)CSc2nnc(NC(=O)C3CCC3)s2)c1 | -6 | -29% | 1% | 84%[activator] | 7% | 3% | 0
O=C1CCCN1c1ccc(S(=O)(=O)N2CCN(c3ccccc3)CC2)cc1 | 10 | 0% | -3% | ? | -7% | 3% | 1
Cc1ccc(NC(=O)c2nnn(-c3ccc4c(c3)OCCO4)c2N)cc1 | 112* | -20% | 2% | -28% | 147%[activator] | -5% | 37*
Cc1ccc(C2CCN(C(=S)Nc3cccc(C)c3)C2)cc1 (stereo not given) | 34* | -43% | -3% | -19% | -26% | 10% | 20*
COc1ccccc1OCCSc1nc2ccccc2n1CC(O)CO (stereo not given) | 25 | 43% | 2% | 281%[activator] | -4% | -7% | 13*
CCCCNc1c([N+](=O)[O-])c(=O)n(C)c2ccccc12 | -6 | -30% | 0% | ? | -11% | 1% | -2
COCC(C)n1c(C)cc(C(=O)COC(=O)c2c(NC(C)=O)sc(C)c2C)c1C (stereo not given) | 7 | 9% | -9% | -8% | -6% | -1% | 6
Cc1cc(NC(=O)CN2C(=O)NC3(CCCCC3C)C2=O)no1 (stereo not given) | -7 | -11% | 8% | ? | 6% | -3% | -2
CCN(CC)C(=O)Cn1c(=O)n(CCCC(=O)NCc2ccc3c(c2)OCO3)c(=O)c2sccc21 | 30 | -3% | -5% | 13% | 10% | -2% | -7
O=C(NCC1([N+](=O)[O-])CN(C(=O)c2ccccc2)CN(C(=O)c2ccccc2)C1)c1ccccc1 | 26 | -5% | -6% | -22% | -14% | 5% | -1
COc1ccc(/C=N/Nc2nn3cnnc3c3ccccc23)cc1 | 9 | 21% | -1% | ? | ? | -14% | 4
O=C1Nc2ccc(Br)cc2C1(O)Cc1ccccn1 (stereo not given) | -5 | -8% | 4% | 49%[activator] | 9% | 2% | 0
COc1ccccc1OCCCCNCCO | -6 | -1% | 2% | / | -3% | -10% | -3
N#Cc1c(-c2ccc(F)cc2)nc(-c2ccccc2)[nH]c1=O | -4 | -19% | -7% | 7% | -1% | 1% | -4
O=C(Nc1ccc2c(c1)OCCO2)c1ccco1 | 112* | -15% | -4% | ? | 209%[activator] | 25µM* | 40*
O=C(NCc1ccc2c(c1)OCO2)c1ccc(N2CCCCCC2)c([N+](=O)[O-])c1 | 15 | -27% | -13% | ? | -12% | -2% | 1
CCCCN(C)C(=O)CCC(=O)Nc1ccc2nc(N3CCN(C)CC3)cc(C)c2c1 | -9 | 38% | -1% | -3% | 14% | 2% | 1
COc1ccc(N(CC(=O)NCc2ccccc2)S(=O)(=O)c2c(C)n[nH]c2C)cc1 | -5 | 0% | 0% | -24% | -8% | 1% | 1
CCn1c(/C=C/N(C(C)=O)c2ccccc2)[n+](CCCS(=O)(=O)[O-])c2cc(Cl)c(Cl)cc21 | -9 | -12% | -9% | 24% | -1% | 0% | -4
Cc1ccc(N=Cc2cc(Br)cc(Cl)c2O)cc1 | -3 | -18% | -5% | -3% | 15% | -3% | -1
O=C(c1c(F)cccc1F)N1CCN(c2ncccn2)CC1 | -23 | -20% | -2% | / | 7% | 4% | -2
COc1cccc(-c2ccc(NC(=O)C3CCCN(Cc4cnn(C)c4C)C3)cc2)c1 (stereo not given) | 17 | 156%[activator] | 43%[activator] | 19% | -26% | -6% | 4
Cc1ccc(C(=O)Nc2ccccc2C(=O)NC(C(=O)O)C(C)C)cc1 (stereo not given) | 48* | -32% | -15% | ? | 12µM* | -7% | 21
COc1ccc(-c2cn(Cc3ccc(C(N)=O)cc3)c(-c3ccc(Cl)nc3)n2)cc1 | / | 0% | -6% | 33%[activator] | ? | / | /
COC(=O)CNC(=O)CN1C(=O)NC2(CCCc3ccccc32)C1=O (stereo not given) | -8 | -4% | 3% | 15% | 0% | 1% | -5
Cc1cccc(CN2CCN(C(=O)CCl)CC2)c1 | -13 | -11% | -3% | 0.074µM* | 1.2µM* | -1% | 5
CCOC(=O)CN1C(=O)S/C(=C/C=C/c2ccc(N(C)C)cc2)C1=O | 15 | -36% | -7% | -14% | 105%[activator] | -9% | 30*
O=C(COC(=O)CNC(=O)c1cccc(F)c1)NCCC1=CCCCC1 | -10 | 3% | 9% | -21% | 2% | 0% | -5
CN1CCN(c2nc(-c3ccccc3O)nc3ccccc23)CC1 | -4 | 18% | 0% | ? | ? | 3% | -2
O=C(O)C/C(=C\c1cc(Cl)c2c(c1)OCO2)c1nc2ccccc2s1 | 4 | -57% | -8% | 26% | 36%[activator] | -4% | -2
C[C@@H]1O[C@@H](OC[C@H]2O[C@@H](Oc3c(-c4ccc(O)c(O)c4)oc4cc(O)cc(O)c4c3=O)[C@H](O)[C@@H](O)[C@@H]2O)[C@H](O)[C@H](O)[C@H]1O | -15 | -28% | -5%&-7% | -1% | 0% | -2% | 5
C[C@@H](CSc1ccccc1)CN1CC[C@H](C(C)(C)C)CCC1=O | 14 | 91%[activator] | -5% | 90%[activator] | ? | -8% | -3
CC(=O)c1c(C)[nH]c(C(=O)N2CCN(c3cc(Cl)ccc3C)CC2)c1C | -13 | -8% | -1% | ? | / | 7% | -4
COc1ccc(CC(=O)NCC2CCCN(Cc3cccc(SC)c3)C2)cc1 (stereo not given) | -3 | 7% | -1% | ? | ? | 2% | -2

Bioassay records from PubChem BioAssay.
